PV pol inh = inhibitors of poliovirus RNA polymerase binding and polymerization; % elongation, % (compound at 16.7 µg/mL); 150,000 compounds, 0.66% hits; P03300; poliovirus polymerase elongation, fluorescence polarization; hits give low values; in the data active = % elongation below about 90%; also: some results filed as inactive read as strong as hits
Target sequence (P03300 1749-2209 limits assumed): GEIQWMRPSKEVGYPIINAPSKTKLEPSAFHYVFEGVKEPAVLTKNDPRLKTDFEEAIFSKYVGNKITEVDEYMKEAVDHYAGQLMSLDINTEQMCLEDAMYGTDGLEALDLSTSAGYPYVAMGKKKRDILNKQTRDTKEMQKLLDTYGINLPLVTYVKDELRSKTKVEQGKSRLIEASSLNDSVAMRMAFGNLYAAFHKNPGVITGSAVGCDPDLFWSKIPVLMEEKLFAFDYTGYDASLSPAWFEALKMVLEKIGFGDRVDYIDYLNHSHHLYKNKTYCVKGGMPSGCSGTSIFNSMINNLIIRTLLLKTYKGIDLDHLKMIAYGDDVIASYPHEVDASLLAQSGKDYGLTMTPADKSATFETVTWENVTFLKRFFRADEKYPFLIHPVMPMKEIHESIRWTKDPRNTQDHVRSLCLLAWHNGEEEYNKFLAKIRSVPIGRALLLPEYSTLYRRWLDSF
PV pol inh FP z-score = second read-out of PV pol inh, no call of its own (marks repeat the call); z-score; measured here: FP z-score; hits read low
Active calls of the source: *; & = joins results of further samples. Only part of the results is shown (hit frequency here may not be typical).

Second line of a record: PV pol inh	PV pol inh FP z-score
CCCCn1c(=O)n(C)c(=O)c2c(C(=O)OC)cc(-c3ccccc3OC)nc21
 : 100.0	0.1
O=C(C1=NN(C2CCS(=O)(=O)C2)C(=O)CC1)N1CCc2ccccc21 (stereo unspecified)
 : 104.0	0.3
COc1ccccc1N1CCN(C(=O)c2ccc[nH]c2=S)CC1
 : 101.0	0
Cc1ccc(S(=O)(=O)N2CCOCC2)c(C)c1
 : 103.0	0.5
CCOc1ccc(CCNC(=O)c2cn(C)c3ccc(S(=O)(=O)N4CCCCC4)cc3c2=O)cc1OCC
 : 102.0	-0.4
Cc1ccc(C(=O)c2cnc3cc4c(cc3c2N2CCC(C(N)=O)CC2)OCO4)cc1C
 : 105.0	1.3
O=c1ccc(-c2ccccc2)nn1CCN1CCCCC1
 : 103.0	0.1
CC1CCCCC1n1c(SCc2cc(=O)n3ccsc3n2)nnc1-c1cccnc1 (stereo unspecified)
 : 97.0	-1.3
COC(=O)c1ccc(C)c(NC(=O)CCn2[nH]c(=O)ccc2=O)c1
 : 104.0	0.2
COc1ccc(C2=NS(=O)(=O)N(C)C(C(=O)NC(C)c3ccccc3)=C2)cc1 (stereo unspecified)
 : 117.0	0.6
Cc1cc(C(=O)O)nn1-c1ccccc1
 : 105.0	0.1
CN1CCC(N(C)C(=O)c2cc3sc4ccccc4c3s2)CC1
 : 101.0	-0.1
Cc1ccc(C2CCN(C(=O)c3cnn(-c4ccc(C)c(C)c4)c3C3CCN(C(=O)OC(C)(C)C)CC3)C2)cc1 (stereo unspecified)
 : 105.0	-0.2
Cc1nn(-c2ccccc2)c2sc(C(=O)OCC(=O)C(C)(C)C)cc12
 : 104.0	0.2
O=C(Nc1ccc2nc(SCCOc3ccccc3)sc2c1)c1ccc2c(c1)OCO2
 : 103.0	-0.8
CC1CCC(N2CC(=O)N(C3CCCC3)C(c3ccc(Cl)cc3)C2=O)CC1 (stereo unspecified)
 : 112.0	0.7
COc1ccc2nc3oc(C(=O)N4CCC(N5CCCCC5)CC4)cc3cc2c1
 : 102.0	0.1
CC(N=Cc1ccccc1O)c1ccccc1 (stereo unspecified)
 : 102.0	0.2
Cc1c(NC2=NC3(CCCCC3)Cc3ccccc32)c(=O)n(-c2ccccc2)n1C
 : 99.0	-0.7
COC(=O)C1=C(C)N(Cc2ccco2)C(=O)/C1=C\c1cc(C)n(-c2ccc(OC)c(Cl)c2)c1C
 : 103.0	0.2
COc1ccc(CNC(=O)CN2CCNC(=O)C2)cc1OC
 : 111.0	0.3
O=C(CSC1CCCCC1)N1CCCC1
 : 103.0	0.4
NS(=O)(=O)c1ccc(NC(=O)C(F)(F)F)cc1
 : 101.0	0.4
COc1ccc(CNC(=O)CS(=O)(=O)c2cccc3nsnc23)cc1
 : 111.0	0.9
CCN(CC)S(=O)(=O)c1cc2c3c(c1)c(C)cc(=O)n3CCC2
 : 104.0	0.7
CCOc1ccc(NC(=O)c2ccc(F)c(S(=O)(=O)NCc3ccc4c(c3)OCO4)c2)cc1
 : 111.0	0.6
O=C(NC1CCCCNC1=O)c1ccc(N2CCOCC2)nc1 (stereo unspecified)
 : 105.0	0.4
CN(C)CCN(Cc1ccccc1)C(=O)c1cc2ccc3cccnc3c2[nH]1
 : 102.0	0
O=C(Nc1cc2ccc(O)cc2oc1=O)c1ccccc1
 : 103.0	-0.3
O=C(O)c1ccccc1NC(=O)c1cc2ccccc2oc1=O
 : 98.0	-0.4
O=C(CSc1nc(-c2ccccc2)[nH]c1-c1ccccc1)Nc1ccc2c(c1)OCO2
 : 111.0	-0.2
Cc1c(C(N)=O)nnc2cc(-c3ccccc3)nn12
 : 102.0	-0.7
CCOC(=O)NC(=O)Cn1c(=O)cnc2ccccc21
 : 104.0	0
CCn1c(O)c(/C=N/c2ncn[nH]2)c(=O)n(CC)c1=S
 : 105.0	0.3
O=C(NCc1ccccc1)c1ccc(Cn2c(=O)c3cccn3c3cccnc32)cc1
 : 108.0	0.2
O=C(CSc1cccc[n+]1[O-])NC(=O)NC1CCCC1
 : 102.0	0.1
Cc1ccc(CN2CCCN(Cc3c(C)cc(C)cc3C)S2(=O)=O)cc1
 : 108.0	0.4
O=C1CCC(=O)N1CN(Cc1ccccc1)CN1C(=O)CCC1=O
 : 103.0	0.3
Cc1ccc(-n2cc(C(C)(C)C)[nH]c2=S)cc1
 : 101.0	0.1
O=C(OCc1ccco1)c1ccc2c(c1)N(Cc1cccc(F)c1)C(=O)c1ccccc1S2
 : 106.0	-0.1
CC1CCN(C(=O)Cn2c(=O)n(Cc3ccc(F)cc3)c(=O)c3ccccc32)CC1
 : 105.0	1.2
Fc1ccc(-c2nnc(SCc3ncc(-c4ccccc4)o3)n2CC2CCCO2)cc1 (stereo unspecified)
 : 102.0	-0.1
Clc1cccc(-c2noc3ncnc(NC4CCCCC4)c23)c1
 : 100.0	-1.6
CCOC(=O)c1c(C)[nH]c(CCC(=O)NCc2ccc(F)cc2)c1C
 : 111.0	0.6
Nc1nnc(-c2ccccc2)c(-c2ccccc2)n1
 : 102.0	0.3
CC(O)(C#CC12CC3CC(CC(C3)C1)C2)c1cccs1 (stereo unspecified)
 : 110.0	0.9
O=C(CSc1nc2ccccc2n1-c1ccccc1)NCC1CCCO1 (stereo unspecified)
 : 99.0	-1.7
Cc1ccccc1NC(=O)C(C)c1c(C)n[nH]c1C (stereo unspecified)
 : 101.0	-0.3
CN(C)C1(CNC(=O)COc2ccc([N+](=O)[O-])cc2)CCCCC1
 : 102.0	-1.2
c1csc(-c2nnc3n2C2(CCCC2)Cc2ccccc2-3)c1
 : 102.0	0
CCCN(CC(=O)Nc1ccccc1C(=O)NC1CC1)Cc1nnc(-c2ccco2)o1
 : 104.0	0.1
O=C1CCN=C(SCC(=O)Nc2ccccc2)N1
 : 102.0	0.8
CCCN(Cc1cccs1)C(=O)Nc1ccc(F)c(Cl)c1
 : 107.0	-0.1
Cc1cc(C)n2nc(C(=O)OCc3ncc(-c4ccccc4)o3)nc2n1
 : 104.0	0.3
N#CCCN1CCN(S(=O)(=O)c2ccc(S(=O)(=O)N3CCCC3)cc2)CC1
 : 102.0	0.5
COCCCNc1nc(NCc2cccc(Cl)c2)c2cnn(C)c2n1
 : 106.0	0.1
COc1ccc(-n2nc3c(c2NC(=O)c2ccccc2C(F)(F)F)CSC3)cc1
 : 103.0	0.2
O=C(Nc1ccc2oc3ccccc3c2c1)c1ccc2nc[nH]c2c1
 : 109.0	1.3
O=C(c1ccccc1)C1CCN(S(=O)(=O)c2ccc(Cl)cc2)CC1
 : 102.0	-0.2
CCn1c(=O)c(C(=O)CN2CCCCC2)c(N)n(Cc2ccccc2)c1=O
 : 105.0	0

Further structures follow.
Second line of a record: PV pol inh	PV pol inh FP z-score
O=C1CSc2ccc(C(=O)OCC(=O)N3CCCc4ccccc43)cc2N1
 : 102.0	-0.6
CC(=O)NC1=NN(C(C)=O)C(c2cccc3ccccc23)N1C(C)=O (stereo unspecified)
 : 104.0	0.2
CCN1CCCC1CNC(=O)c1ccccc1Sc1ccccc1C#N (stereo unspecified)
 : 102.0	-0.3
CC(C)CCN(Cc1ccco1)S(=O)(=O)c1csc(C(N)=O)c1
 : 103.0	1.1
NC(=S)NCC1CCCO1 (stereo unspecified)
 : 97.0	-0.4
Cc1ccc2nc(C)n3c4ccccc4c(NC=O)c3c2c1
 : 103.0	0.3
CC(Sc1nnc(Nc2ccc(C(C)C)cc2)s1)C(N)=O (stereo unspecified)
 : 98.0	-0.6
CCN(CC)S(=O)(=O)c1ccc(-c2csc(Nc3cccc(OC)c3)n2)cc1
 : 100.0	-0.2
COC(=O)C1C(c2ccc(N(C)C)cc2)C(C(=O)OC)S(=O)(=O)CS1(=O)=O (stereo unspecified)
 : 102.0	0.1
Cc1ccc(C(=O)CC(Sc2ccccc2N)c2ccsc2)cc1 (stereo unspecified)
 : 105.0	0.4
Cc1ccc(-n2ncc3c(Nc4cccc(C)c4C)ncnc32)cc1
 : 109.0	0.4
COc1ccc(OC)c(S(=O)(=O)NCCc2csc3nc(-c4ccccc4)nn23)c1
 : 110.0	0.7
N#Cc1ccc(COC(=O)CNC(=O)c2ccccc2)cc1
 : 103.0	0.8
Cc1cc(=O)oc2cc(OCC(=O)N3CCc4ccccc4C3)ccc12
 : 102.0	0.3
CC1=CCCC(C)(C)C1/C=C/C(C)=N/O (stereo unspecified)
 : 100.0	0.1
C=CCNS(=O)(=O)c1ccccc1C(F)(F)F
 : 102.0	0.1
Cc1oc(-c2ccccc2Cl)nc1CSc1nc2ncccc2[nH]1
 : 112.0	0.4
Cc1cc2ncn(C(=O)N(C)C)c2cc1C
 : 100.0	-0.3
Cc1ccc(Cl)cc1-n1ncc2c(N3CCC(C)CC3)ncnc21
 : 106.0	-0.2
CCCOP(=O)(c1ccccc1)c1ccccc1
 : 97.0	-0.2
CCOC(=O)Cc1c(C)nc2nc(N)[nH]n2c1=O
 : 101.0	-0.4
CCOc1ccc(-c2cc(C)n3nc(C(=O)Nc4ccc(C)c(C)c4)cc3n2)cc1
 : 102.0	-0.2
Cc1cc(C)n(CCSCC(=O)O)n1
 : 100.0	-0.4
Cc1cccc(-c2nc(S(=O)(=O)c3ccc(F)cc3)c(N3CCN(c4ccccc4)CC3)o2)c1
 : 105.0	-0.5
O=C(N/N=C/c1ccc(OC(=O)c2ccco2)cc1)c1ccccn1
 : 102.0	0
COc1ccc(C2=NCC(CSc3nnc(-c4ccc5c(c4)OCO5)o3)S2)cc1 (stereo unspecified)
 : 102.0	-0.1
COc1ccc(S(=O)(=O)NCC(c2ccc3c(c2)OCO3)N2CCN(C)CC2)cc1 (stereo unspecified)
 : 101.0	-0.5
COc1ccc(-[n+]2cc([O-])on2)cc1
 : 95.0	-1.1
COC(=O)c1sc2nc[nH]c(=O)c2c1C
 : 98.0	-0.4
CCOCCCn1c(SCC(=O)Nc2ccc(CC)cc2)nc2ccccc2c1=O
 : 108.0	0.4

Reprinted from the part before: 3 entries; new compounds follow.
Second line of a record: PV pol inh	PV pol inh FP z-score
COc1ccc(-[n+]2cc([O-])on2)cc1
 : 95.0	-1.1
COC(=O)c1sc2nc[nH]c(=O)c2c1C
 : 98.0	-0.4
CCOCCCn1c(SCC(=O)Nc2ccc(CC)cc2)nc2ccccc2c1=O
 : 108.0	0.4
Cc1ccc(OCC(=O)Nc2cccc(C(=O)OCc3cc(=O)n4nc(C)sc4n3)c2)cc1
 : 107.0	0.2
COc1cccc(CN(C)C(=O)/C=C/c2ccco2)c1OC
 : 105.0	0.4
Cc1cc(C)c2c(-c3ccccc3)nc(SCC#N)n2n1
 : 102.0	-0.2
CCN(CC)S(=O)(=O)c1ccc(N2CCCC2)c(C(=O)OCC(=O)c2cccs2)c1
 : 99.0	-0.7
Cc1ccc(C(=O)COC(=O)C2C3C=CC(C3)C2C(=O)OCC(=O)c2ccc(C)c(C)c2)cc1C (stereo unspecified)
 : 100.0	-0.1
CCCCn1nc(C(N)=O)c2ccccc2c1=O
 : 104.0	0
O=c1[nH]c2ccccc2cc1CN(CC1CCCO1)S(=O)(=O)c1ccccc1 (stereo unspecified)
 : 101.0	-0.1
C/C(=N/O)c1ccc(N2C(=O)C3C4C=CC(C4)C3C2=O)cc1 (stereo unspecified)
 : 103.0	0.2
O=C1COc2cc(O)ccc21
 : 105.0	0.2
O=C(Nc1ccccc1C(=O)O)c1ccccc1Cl
 : 102.0	0.1
O=C(Cn1ncc2c(=O)oc3ccccc3c21)Nc1cc(F)ccc1F
 : 100.0	-1.6
CCOC(=O)c1c(/N=C/c2c(O)ccc3ccccc23)sc2c1CCC2
 : 116.0	1.2
Cc1c(Cl)cccc1-n1ncc(C(=O)NCCN2CCN(C)CC2)c1C1CCN(C(=O)OC(C)(C)C)CC1
 : 109.0	0.6
CC(=O)Nc1ccc(SCC(=O)N(C)Cc2ccco2)cc1
 : 105.0	0.3
COC(=O)CNC(=O)CC12CC3CC(CC(C3)C1)C2
 : 107.0	0.4
COc1ccc(N=C2SCC(=O)N2c2ccc(OC)cc2)cc1
 : 101.0	-0.1
CN(Cc1ccccc1)S(=O)(=O)c1cccc2cccnc12
 : 100.0	-0.1
N#Cc1ccccc1NC(=O)COC(=O)CC1CC2CCC1C2 (stereo unspecified)
 : 102.0	0.2
Cc1ccc2nc(NNC(=O)c3ccccc3)sc2c1
 : 103.0	1.2
O=c1[nH]c(CN2CCCCC2)nc2c1oc1ccccc12
 : 110.0	1
CCCNC(=O)C1CNc2ccccc2O1 (stereo unspecified)
 : 106.0	0.3
CCc1ccc(-c2[nH]nc3nc(-c4ccc(OC)cc4)cc(C(=O)NCCc4ccc(OC)c(OC)c4)c23)cc1
 : 106.0	0
COC(=O)c1ccc(/C=N\NC(=O)CNc2ccc(C)cc2)cc1
 : 99.0	-0.1
CC(C)(C)c1ccc(NC(=O)NNc2ncccc2C#N)cc1
 : 101.0	-0.3
CSc1sc(C2=NNC(O)(C(F)(F)F)C2)c2c1C(=O)CCC2(C)C (stereo unspecified)
 : 107.0	0.8
CCc1ccc(-n2c(=O)c3c4c(sc3n(CC(=O)NCCCOC)c2=O)CCC4)cc1
 : 102.0	-1.3
CCOC(=O)c1ccc(N2CCCC2)cc1
 : 104.0	0
COc1ccc(NC(=O)COc2cccc3c2CCN(C)C3=O)cc1
 : 100.0	-0.3
N#C/C(=C\c1cc(Cl)cc(Cl)c1)c1cccnc1
 : 101.0&100.0	0.2&0.1
O=C(CO/N=C/c1ccco1)Nc1ccc(OC(F)F)cc1
 : 115.0	1.8
O=C(O)C1COc2ccccc2C1 (stereo unspecified)
 : 100.0	-0.3
COc1ccc(Cn2c(SCC(=O)N3CCN(c4ccc(F)cc4)CC3)nc3ccccc32)cc1
 : 112.0	0.5
COc1ccc2c(c1)[nH]c1c(=O)n(CCN3CCCCC3C)cnc12 (stereo unspecified)
 : 101.0	-0.5
O=C(NCCN1CCOCC1)c1c(Cl)cccc1Cl
 : 103.0	0.6
Cc1cnc(NC(=O)c2cccc3ccccc23)s1
 : 97.0	-0.7
COC(=O)c1ccccc1NC(=O)COC(=O)/C=C/c1ccco1
 : 104.0	0.2
CC1CCN(C(=O)c2ccccc2NC(=O)Nc2ccccc2)CC1
 : 102.0	-0.1
Cc1ccccc1NC(=O)C1CC(O)CN1C(=O)OCc1ccccc1 (stereo unspecified)
 : 103.0	0.1
